# From PubChem BioAssay
# TIM10 inh – inhibits growth of TIM10 yeast strain. S. cerevisiae TIM10 strain growth, BacTiter-Glo luminescence, 24 h. inhibition, % at 10 µM. hit rate 1.4% among 330,000. AID 463195;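 active means inhibition of 40% or more at the single tested concentration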;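 further: wild-type TIM10 isogenic control strain grown at permissive 25 °C; 0% = DMSO yeast wells and 100% = minimal medium wells without yeast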
# A3A deaminase – human APOBEC3A DNA deaminase inhibition | hit rate 0.41% among 330,000 | P31941 | inhibition, % at 20 µM | recombinant A3A, FAM/TAMRA ssDNA deamination fluorescence;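 active means at least 40% inhibition at 20 µM here, with at most 30% in a related deaminase screen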;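 further: plate controls were A3A with DMSO for no effect and wells lacking A3A enzyme for full effect; some results filed as inactive read as strong as hits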
# Target sequence (P31941 whole entry, looked up): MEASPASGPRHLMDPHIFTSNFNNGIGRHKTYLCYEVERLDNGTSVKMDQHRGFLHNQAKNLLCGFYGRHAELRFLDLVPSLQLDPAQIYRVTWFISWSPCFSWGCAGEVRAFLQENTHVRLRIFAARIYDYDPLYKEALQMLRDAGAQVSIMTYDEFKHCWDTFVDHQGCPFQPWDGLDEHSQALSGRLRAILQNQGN
# hIAP block – blocks human intestinal alkaline phosphatase; P09923; purified IAP, CDP-Star luminescence, 30 min; inhibition, % at 10 µM; hit rate 0.12% among 330,000; AID 2544;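 active means inhibition reaching a set limit with compound at 10 µM in the primary screen, cut at about 35% in these data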;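 further: plate controls were DMSO wells with enzyme for no effect and no-enzyme buffer wells for full effect; values of inactives mirror those of a sister screen read the other way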
# Target sequence (P09923 whole entry, looked up): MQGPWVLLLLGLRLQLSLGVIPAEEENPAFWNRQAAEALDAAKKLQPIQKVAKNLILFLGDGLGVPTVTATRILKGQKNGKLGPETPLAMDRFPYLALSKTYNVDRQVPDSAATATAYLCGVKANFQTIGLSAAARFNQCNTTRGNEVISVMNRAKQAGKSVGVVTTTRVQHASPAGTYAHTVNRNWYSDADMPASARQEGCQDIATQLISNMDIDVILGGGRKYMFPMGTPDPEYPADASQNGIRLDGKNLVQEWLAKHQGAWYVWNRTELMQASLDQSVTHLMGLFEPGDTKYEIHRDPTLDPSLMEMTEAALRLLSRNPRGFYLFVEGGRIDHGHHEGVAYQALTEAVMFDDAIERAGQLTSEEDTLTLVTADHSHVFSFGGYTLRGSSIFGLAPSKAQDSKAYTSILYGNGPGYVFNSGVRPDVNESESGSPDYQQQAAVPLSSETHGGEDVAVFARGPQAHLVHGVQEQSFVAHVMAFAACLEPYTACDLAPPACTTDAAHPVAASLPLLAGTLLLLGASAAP
# MIN6 prolif – MIN6 beta-cell proliferation induction | MIN6 cells proliferation, ATPlite luminescence, 48 h; cells starved in 0.2% serum; 100% = growth in 10% serum | proliferation, % at 10 µM | hit rate 0.29% among 330,000;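 active means compounds whose signal lies at least 3.5 SD above the mean of all wells on their plate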;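 further: 0% = DMSO-treated cells in low-serum medium and 100% = 10% serum control; some compounds called inactive have numbers as strong as hits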
# mIAP inh – mouse IAP inhibition; purified mouse IAP, CDP-Star luminescence, 30 min; inhibition, % at 10 µM; hit rate 0.2% among 330,000; AID 2806;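 active means inhibition of at least 40% at 10 µM in the primary screen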;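 further: plate controls were DMSO with enzyme for no effect and no enzyme wells for full effect; values of inactives mirror those of a sister screen read the other way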
# APOBEC3G inh – APOBEC3G (human) deaminase inhibition; recombinant A3G, ssDNA deamination FAM/TAMRA fluorescence; inhibition, % at 20 µM; hit rate 0.28% among 330,000;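 active means inhibition of at least 40% at 20 µM, with no more than 30% in the related APOBEC3A deaminase screen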;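 further: plate controls were DMSO wells with A3G for no effect and wells lacking A3G enzyme for full effect; some compounds called inactive have numbers as strong as hits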
# Target sequence (Q9HC16 whole entry, looked up): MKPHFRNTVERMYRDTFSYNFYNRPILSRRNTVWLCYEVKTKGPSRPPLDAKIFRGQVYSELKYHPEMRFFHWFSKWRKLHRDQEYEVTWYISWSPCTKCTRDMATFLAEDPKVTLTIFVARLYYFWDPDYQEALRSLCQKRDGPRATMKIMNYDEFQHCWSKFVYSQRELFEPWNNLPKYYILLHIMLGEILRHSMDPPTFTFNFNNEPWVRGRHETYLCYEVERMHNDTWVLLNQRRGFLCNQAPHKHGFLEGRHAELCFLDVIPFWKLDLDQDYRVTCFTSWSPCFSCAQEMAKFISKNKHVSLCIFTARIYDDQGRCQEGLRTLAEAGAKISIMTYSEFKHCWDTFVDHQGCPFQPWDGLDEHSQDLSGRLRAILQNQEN
# tim10-1 inh – tim10-1 yeast growth inhibition; S. cerevisiae tim10-1 ts strain growth, BacTiter-Glo, 24 h; hit rate 2.2% among 330,000; inhibition, % at 20 µM; AID 463190;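 active means inhibition of at least 40%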;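 further: mutant grown at 25 °C; 0% = DMSO wells with yeast and 100% = wells holding no yeast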
# NLRP3 yeast inh – NALP3 inhibition in yeast; inhibition, % at 10 µM; hit rate 0.39% among 330,000; Yeast reconstituted NLRP3/ASC/caspase-1, beta-gal luminescence, 24 h;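 active means inhibition of 50% or more; inactive means inhibition below 50%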;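 further: plate controls were induced DMSO wells for no effect and uninduced yeast grown without galactose for full effect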
# mIAP act – mouse IAP activation; muIAP, CDP-Star luminescence, 30 min; active compounds read high; 1 = vehicle-only enzyme signal, 0 = enzyme-free wells; activation factor at 10 µM; hit rate 0.24% among 330,000; AID 2805;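 active means activation factor of at least 2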; further: the source names both 10 and 20 µM as test concentration; values of inactives mirror those of a sister screen read the other way
#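 Assay system: mouse IAP enzyme; Reagent: CDP-Star chemiluminescent phosphatase substrate; Compound: DMSO-dissolved test compounds; Incubation: 30 min, room temperature; Technique: luminescence from enzymatic CDP-Star hydrolysis; Controls: DMSO-only wells and no-enzyme negative control.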
# Numbers without * were called inactive. Compounds were not picked by outcome; about 4.6% have a hit in one of these screens.
SMILES,TIM10 inh,A3A deaminase,hIAP block,MIN6 prolif,mIAP inh,APOBEC3G inh,tim10-1 inh,NLRP3 yeast inh,mIAP act
CC(C)(C)OC(=O)N1CCC2(CC1)C(C#N)=C(N)OC1=C2C(=O)CCC1,-6,1,14,1,6,-7,12,0,0.94
O=C(Nc1cnccn1)c1cccnc1,6,-1,15,1,7,-5,13,10,0.93
CN(C)C(=O)CCCCCCCCC(=O)N(C)C,10,-3,17,-1,2,-5,10,2,0.98
CCOC(=O)COc1ccc2c(c1)c(C(=O)OCC)c(C)n2CC,6,1,18,-2,1,0,23,9,0.99
CN(CCCNC(=O)CCc1cn(C)c2ccccc12)C1CCCCC1,-6,-1,-20,2,3,-7,1,1,0.97
COc1ccc(NC(=O)c2scc(S(=O)(=O)C(C)C)c2N)cc1,26,2,-19,-2,5,-3,16,14,0.95
O=C(CN1C(=O)NC2(CCc3ccccc32)C1=O)Nc1cc(C(F)(F)F)ccc1N1CCOCC1 (stereo not given),9,1,2,1,1,-4,12,16,0.99
COc1cccc(CNC(=O)CCCn2nc(C)n3c(cc4sccc43)c2=O)c1,-4,0,0,3,-4,-2,11,-1,1
CN(Cc1ccccc1)S(=O)(=O)c1nnc(NC(=O)c2ccccc2F)s1,15,0,8,2,9,-2,-10,16,0.91
CCNC(=O)C(=O)NCCc1ccc(Cl)cc1,4,-3,5,-1,5,-7,9,-4,0.95
CSC1=NCCN1C(=O)c1cccc(C(F)(F)F)c1,-25,3,14,-3,-6,0,-19,15,1.1
CC1CCCCC1NC(=O)c1ccc(S(=O)(=O)N2CCN(C)CC2)cc1 (stereo not given),-7,-5,-21,-2,1,-7,6,9,0.99
CC(=C/c1ccccc1)/C=C1/SC(N2CCOCC2)=NC1=O,24,-3,-6,-3,2,-6,39,14,0.98
COc1ccccc1OCC(=O)Nc1ccccc1C(=O)NCc1ccco1,13,0,10,-2,2,-3,13,0,0.98
O=C(CN1C(=O)c2ccccc2C1=O)OCC(=O)c1ccccc1,-8,-5,2,-4,-4,-11,5,2,1
O=C(NCc1ccccc1)c1ccc(F)c(F)c1,-17,2,0,-1,6,-8,-10,12,0.94
COc1cc(CC2COC(=O)C2(O)Cc2ccc(O)c(OC)c2)ccc1O (stereo not given),-5,-2,14,-3,20,-6,-6,4,0.8
O=C(O)c1cc2ccccc2cc1Nc1ccccc1,-2,3,0,-1,0,2,14,-8,1
COc1ccccc1C(=O)COC(=O)c1nc(Cl)ccc1Cl,8,1,2,1,-3,-8,8,22,1
COc1ccc(C(=O)CSc2nncn2C)cc1,-16,-3,-19,-1,-12,-7,-6,10,1.1
O=C(c1ccccc1NS(=O)(=O)c1cccc(C(F)(F)F)c1)N1CCc2ccccc21,12,-2,13,0,6,-2,7,12,0.94
Cc1ccc(C2C3=C(CCCC3=O)Nc3[nH]c(=S)[nH]c(=O)c32)cc1 (stereo not given),-6,0,10,1,1,16,9,23,0.99
Cc1ccccc1C(=O)OC1OC(=O)C(Cl)=C1N1CCOCC1 (stereo not given),14,-1,-12,1,-1,-3,11,-5,1
CC(C)n1cc(/C=N/Nc2ccc(Cl)c(C(=O)O)c2)c2ccccc21,-5,11,-56,-4,9,1,6,4,0.91
O=C(Cn1nc(-c2cccc([N+](=O)[O-])c2)c2ccccc2c1=O)Nc1cccnc1,-5,-4,0,-1,2,-6,-3,8,0.98
CCCCOc1ccc(NC(=O)Nc2nnc(C)s2)cc1,12,-3,-7,0,6,-6,19,4,0.94
CNC(=O)c1cnn(-c2nc(-c3ccc(OC)cc3)cs2)c1C(F)(F)F,4,3,-1,2,4,-4,2,15,0.96
COc1ccc(S(=O)(=O)N2CCC(O)(c3ccc(Cl)cc3)CC2)cc1,32,-1,-12,-4,-8,-6,33,33,1.1
CC(C)c1ccc(/C=C/c2ccc(=O)n(C)n2)cc1,6,-2,-2,-5,9,-6,3,39,0.91
CC(=O)N(C(C)=O)c1nc(-c2ccccc2)cn1/N=C/c1cccc([N+](=O)[O-])c1,25,-2,14,-1,6,-11,28,4,0.94
O=C(CNCc1ccco1)Nc1ccc(N2CCCCCC2)cc1,8,-3,-8,-2,-2,-6,9,32,1
Cc1cnc(C(=O)OCC(=O)Nc2sc3c(c2C(N)=O)CCCC3)cn1,-3,-1,6,1,7,-6,18,9,0.93
CC1(C)CC(=O)C(C(C2=C(O)CC(C)(C)CC2=O)c2cccs2)C(=O)C1 (stereo not given),-2,4,3,0,3,0,-6,18,0.97
C/C(=N\O)c1ccc(N2C(=O)C3CC=C(Cl)CC3C2=O)cc1 (stereo not given),-3,-2,-18,-3,0,-1,31,2,0.99
O=C1Nc2ccccc2C12OCCO2,-8,1,5,-2,8,0,-7,18,0.92
CCc1cc(C(=O)OC)c(NC(=O)CCCC(=O)O)s1,-3,-2,-2,6,-3,-4,-3,-10,1
Nc1ncccc1C(=O)OCC(=O)NC1CCCCCC1,-4,4,-9,-3,3,0,-11,2,0.97
COc1ccc(CNC(=O)C2CCCN(Cc3nc(-c4cccc(C)c4)oc3C)C2)cc1 (stereo not given),-9,-1,6,-4,-6,-3,11,16,1.1
CCc1ccc(-c2nc(CS(=O)CC(=O)NCc3ccccc3)c(C)o2)cc1 (stereo not given),7,-5,8,0,5,-6,32,-6,0.95
Cc1ccc(CS(=O)(=O)CCC(=O)NC2CC2)cc1,1,5,-2,0,-1,6,-6,22,1

# Reprinted at random: 2 entries already listed
SMILES,TIM10 inh,A3A deaminase,hIAP block,MIN6 prolif,mIAP inh,APOBEC3G inh,tim10-1 inh,NLRP3 yeast inh,mIAP act
O=C(NCc1ccccc1)c1ccc(F)c(F)c1,-17,2,0,-1,6,-8,-10,12,0.94
CCNC(=O)C(=O)NCCc1ccc(Cl)cc1,4,-3,5,-1,5,-7,9,-4,0.95

# (list continues)
SMILES,TIM10 inh,A3A deaminase,hIAP block,MIN6 prolif,mIAP inh,APOBEC3G inh,tim10-1 inh,NLRP3 yeast inh,mIAP act
C/C(N)=C(/C#N)C(=O)CN1CCCCC1,-10,-3,-13,-3,-1,-6,-2,15,1
O=C(CCCOc1ccccc1)N1CCN(C(=O)c2ccco2)CC1,5,-2,15,-4,2,-5,16,10,0.98
COc1ccc(CCNC(=O)/C=C/c2ccc3ccccc3n2)cc1OC,23,5,-9,-3,-5,6,19,14,1
O=C1Nc2ccccc2C(O)(C(=O)NCc2ccc3c(c2)OCO3)N1c1ccc(Cl)c(Cl)c1 (stereo not given),1,-5,-13,-1,5,-9,3,3,0.95
CN(CC(=O)Nc1cccnc1)S(=O)(=O)c1ccc(Br)cc1,-9,-3,-10,0,1,-5,-5,-15,0.99
Cc1nn(C)c(C)c1CN(Cc1nc(-c2ccc(F)cc2F)oc1C)C1CC1,-8,-4,5,-5,2,-7,20,7,0.98
CCCC(=O)Nc1cccc(-c2nc3ccccc3o2)c1,47*,-2,-6,2,0,-2,25,40,1
C/C(=N\OCC(=O)Nc1cc(C)cc(C)c1)c1ccc2c(c1)OCCO2,4,4,-4,0,-22,1,21,13,1.2
N#CC1=C(N)Oc2n[nH]c(-c3ccccn3)c2C1c1c(F)cccc1Cl (stereo not given),-23,-5,-66,0,-4,-7,-19,10,1
Cc1cc(C(=O)Nc2nnc(-c3ccccc3)s2)no1,19,4,3,-2,-7,2,2,20,1.1
COC(=O)C1=C(C)NC(C)=C(C(=O)OC)C1c1ccc(-c2cc(Cl)ccc2Cl)o1,18,-7,10,-3,16,-6,25,3,0.84
O=[N+]([O-])c1ccc(C[n+]2ccccc2)cc1,-5,0,-19,2,-4,2,-2,16,1
CC1C(=O)N2CCCc3cc(NC(=O)c4ccccc4C(F)(F)F)cc1c32 (stereo not given),-2,-3,-7,-3,1,-5,8,15,0.99
CCOC(=O)CN1N=C(/C=C/c2ccc(OCC)cc2)CCC1=O,4,0,14,-3,6,-4,10,17,0.94
O=C(NCC(c1cccs1)N1CCOCC1)c1cn(-c2ccccc2)nc1-c1ccc(Cl)cc1 (stereo not given),13,2,-15,-7,-28,-2,18,16,1.3
CC(=O)C1=C(O)C(=O)N(c2cc(C(C)(C)C)on2)C1c1ccc(C(C)C)cc1 (stereo not given),11,-1,-2,-3,-2,-9,30,8,1
COc1ccc(C2=NS(=O)(=O)N(C)C(C(=O)N3CCCCC3)=C2)cc1OC,-5,-3,7,3,-6,-3,16,23,1.1
Cc1cccc(NC(=O)C2CC(O)CN2C(=O)OCc2ccccc2)c1 (stereo not given),-3,0,-7,2,8,-5,6,4,0.92
CSc1nc2nc3c(cc2c(=O)n1-c1ccc(C)cc1)COC(C)(C)C3,24,6,-5,-3,3,0,4,-7,0.97
CCCSc1nc2c(c(=O)n(C)c(=O)n2C)n1Cc1ccc(C)cc1,-29,-3,2,-4,-1,-5,6,1,1
C=CCN(CC=C)CCCOc1ccc(Br)cc1Cl,-1,-2,-4,1,0,-2,10,25,1
O=C(COC(=O)c1ccc(O)cc1O)c1ccc(Cl)cc1,-24,-4,3,-2,5,-7,-14,29,0.95
Cc1nc2cc(NC(=O)NC(C)(C)C)ccc2n1C,0,-4,2,-2,-2,-2,-3,-1,1
COc1ccc(NS(=O)(=O)c2ccc(O)c(NC(=O)c3ccc(S(=O)(=O)N4CCCCCC4)cc3)c2)cc1,8,-6,23,0,19,-8,10,1,0.81
Cn1cccc1Cc1nnc(SCC(=O)N2CCc3ccccc32)n1CCc1ccccc1,16,-3,27,-6,14,-8,37,10,0.86
CCn1c(SCC(=O)C(C)(C)C)nnc1-c1ccccn1,4,0,2,1,-3,-5,7,11,1
CCS(=O)(=O)N1CCN(S(=O)(=O)c2ccccc2[N+](=O)[O-])CC1,-5,-3,9,2,-2,-5,-3,7,1
CCN(CC)S(=O)(=O)c1ccc(C)c(NC(=O)CNc2cccc(S(=O)(=O)N3CCOCC3)c2)c1,0,-2,4,1,-9,-11,2,-10,1.1
CCOC(=O)c1nnn(-c2ccccc2)c1C,7,-3,-24,-2,-3,-10,10,17,1
COCC(=O)N/N=C(\C)CC(=O)Nc1ccccc1C(N)=O,7,0,-8,-2,-1,0,15,17,1
COCCCNC(=S)N1CCN(Cc2ccc3c(c2)OCO3)CC1,-13,-6,4,-3,-13,-4,-2,5,1.1
COc1ccc(CNC(=O)CCCn2nc(C)c([N+](=O)[O-])c2C)cc1OC,2,4,6,3,6,-2,4,5,0.94
COc1ccc(-c2noc(-c3ccccc3C(=O)Nc3cccnc3)n2)cc1OC,9,-1,3,0,1,-1,8,8,0.99
CCNc1nc(-c2cc3ccccc3o2)cs1,38,-4,-8,-5,11,-10,27,31,0.89
Cc1cc(=O)oc2cc(NC(=O)C3CCCC3)ccc12,18,-2,11,-3,4,57*,13,-10,0.96
COc1ccc(C)cc1NC(=O)c1cc2ccccc2cc1OCC(=O)NCc1ccco1,14,-1,-11,-1,9,-2,20,-5,0.91
Cc1ccc2[nH]c(CNC(=O)c3ccccc3F)cc2c1,-5,0,11,-4,14,-7,6,22,0.86
COc1cccc(Nc2nnc(SCC(=O)N3CC(=O)Nc4ccccc43)s2)c1,2,2,5,-3,-5,-2,-1,4,1.1
Cc1c(C#N)c(NC(=O)CCl)n(Cc2cccs2)c1C,-13,0,5,-6,-9,-4,-2,6,1.1
CC1Cc2cc(S(=O)(=O)N3CCCCC3)ccc2N1C(=O)C1CCC1 (stereo not given),12,-3,5,1,-2,-4,28,6,1

# TIM10 inh, hit marks shown above.
molecule,TIM10 inh,A3A deaminase,hIAP block,mIAP inh,APOBEC3G inh,NLRP3 yeast inh,mIAP act
CCCC(=O)Nc1cccc(-c2nc3ccccc3o2)c1,47*,-2,-6,0,-2,40,1
